RXFP1 agonist = activates the human relaxin receptor RXFP1. Q9HBX9. HEK293T-RXFP1 cAMP TR-FRET, 30 min; response scale: percent of porcine relaxin response, buffer zero. Potency, µM (series often up to 57.5 µM), for the others: at the top dose activation, hits mostly activators. 370,000 compounds, 0.3% hits. AID 2676; active = well fitted activation curve with a large enough effect; inconclusive = small, poorly fitted or top-dose-only effect; note: potency is the fitted concentration of half-maximal effect; % is set by controls: 0 for no effect and ±100 for the full control effect; nearly all actives have a fitted effect of over 60% in size; many of its hits are not listed in these tables
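HEK293T cells stably expressing RXFP1 were pretreated with the PDE4 inhibitor Ro 20174, exposed to compounds for 30 min at 37C, lysed, and cAMP was read by TR-FRET. Data normalized to buffer (basal) and 29 nM porcine relaxin (100%).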
D2 potentiator = D2 dopamine receptor (human) potentiation; P14416; HEK293 T-REx D2, calcium flux, EC20 dopamine potentiation; potentiation, % at 10 µM; 340,000 compounds, 0.34% hits;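 active = potentiation over 3 SD above the plate norm, cut at about 30% in these data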; note: 0% is about no effect
Target sequence (P14416 whole entry, looked up): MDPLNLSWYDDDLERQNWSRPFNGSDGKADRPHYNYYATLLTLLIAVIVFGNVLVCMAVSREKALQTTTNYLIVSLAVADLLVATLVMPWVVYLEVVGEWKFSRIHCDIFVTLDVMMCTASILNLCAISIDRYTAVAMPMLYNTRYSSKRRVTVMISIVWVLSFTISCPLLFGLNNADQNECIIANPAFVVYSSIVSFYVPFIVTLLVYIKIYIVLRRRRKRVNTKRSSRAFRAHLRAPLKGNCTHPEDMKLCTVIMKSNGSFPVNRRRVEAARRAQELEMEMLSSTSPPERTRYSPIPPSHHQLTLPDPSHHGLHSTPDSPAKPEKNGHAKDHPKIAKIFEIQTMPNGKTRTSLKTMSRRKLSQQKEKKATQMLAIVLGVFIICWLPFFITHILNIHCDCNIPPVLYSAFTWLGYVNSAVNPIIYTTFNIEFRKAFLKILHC
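Calcium flux readout, no-wash dye, 1 read/s. Inducible HEK293 Trex D2 line, overnight 30 C. Compound alone 180 s (agonist flags), then EC20 dopamine, another 180 s to score potentiation.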
D2 ag = activates the human D2 dopamine receptor | 340,000 compounds, 0.53% hits | HEK293 T-REx D2 cells, calcium flux agonist mode | P14416 | AID 485358 | activation, % at 2 µM;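 active = activation over 3 SD above normal in the single-dose calcium agonist read, cut at about 30% in these data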; note: 0% is about no effect
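HEK293 Trex D2 cells, tetracycline-induced, o/n 30 C 5% CO2; no-wash Ca dye, RT 30–90 min; 10-cycle baseline, 23 nl cpd added, kinetic Ca read 180 s; agonist hits = positive Ca response.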
RXFP1 antag = antagonists of human relaxin receptor RXFP1; AID 1259400; Q9HBX9; HEK293-RXFP1, relaxin-stimulated cAMP HTRF, 30 min; active compounds read low; 350,000 compounds, 0.59% hits; activity change, negative = inhibition, % at 57.5 µM;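 active = activity change of -60% or lower, but not beyond a set lower limit; inconclusive = change between -60% and -40%, or beyond the set limit; inactive = change above -40%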; note: % is set by controls: 0 for no effect and ±100 for the full control effect
D1 ag = activates the human D1 dopamine receptor; activation, % at 2 µM; 360,000 compounds, 1% hits; AID 504660; HEK293 T-REx D1 cells, calcium flux, agonist mode; in the data active = activation above about 30%; note: 0% is about no effect
Target sequence (P21728 whole entry, looked up): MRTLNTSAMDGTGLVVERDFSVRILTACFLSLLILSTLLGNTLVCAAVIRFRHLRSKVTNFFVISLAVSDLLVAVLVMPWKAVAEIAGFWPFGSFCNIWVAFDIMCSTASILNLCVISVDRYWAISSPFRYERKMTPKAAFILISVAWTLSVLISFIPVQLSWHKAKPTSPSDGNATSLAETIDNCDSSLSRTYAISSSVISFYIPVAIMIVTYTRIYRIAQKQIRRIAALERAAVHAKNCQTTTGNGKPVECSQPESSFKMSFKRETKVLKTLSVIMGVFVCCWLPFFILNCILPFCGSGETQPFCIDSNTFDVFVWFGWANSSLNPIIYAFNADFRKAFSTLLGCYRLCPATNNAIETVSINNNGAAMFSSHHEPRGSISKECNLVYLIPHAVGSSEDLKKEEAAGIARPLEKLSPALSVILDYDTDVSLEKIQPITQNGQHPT
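Agonism was scored from calcium flux recorded over 180 s (1 read/s) after pintool compound addition, following a 10-cycle baseline. Cells were inducible force-coupled HEK293 TREx D1, plated overnight at 30 C and loaded with no-wash calcium dye.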
D1 potentiator = potentiators of human D1 dopamine receptor | HEK293 TREx D1 cells, calcium flux, dopamine EC20 potentiation | AID 504651 | potentiation, % at 10 µM | 360,000 compounds, 0.036% hits; in the data active = potentiation above about 30%; note: 0% is about no effect
TRHR enhancer = TRH receptor (human) allosteric enhancement; P34981; TRHR cells, fluo-8 calcium fluorescence, EC20 TRH enhancement; enhancement, % at 2 µM; 360,000 compounds, 0.66% hits; in the data active = enhancement above about 30%; note: 0% is about no effect
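TRHR-expressing cells loaded with fluo-8 calcium dye were read kinetically (ex 480/em 530) during compound addition, then stimulated with an EC20 of TRH (10 nM final). Enhancement of the Gq-mediated intracellular calcium response was scored.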
D2 antagonist = antagonists of human D2 dopamine receptor | AID 485344 | HEK293 TREx D2 cells, calcium flux, dopamine EC80 | inhibition, % at 10 µM | 340,000 compounds, 2% hits; in the data active = inhibition above about 30%; note: 0% is about no effect
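Cells plated overnight at 30 C with tetracycline; no-wash calcium dye, 30–90 min RT; 10 s baseline; compound pinned; 180 s read; EC80 dopamine added; another 180 s read.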
D1 antagonist = antagonists of human D1 dopamine receptor; P21728; activity change, negative = inhibition, % at 10 µM; HEK293 TREx D1 cells, calcium flux, dopamine EC80; active compounds read low; 360,000 compounds, 3.2% hits; in the data active = activity change below about -30%; note: % is set by controls: 0 for no effect and ±100 for the full control effect
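Allosteric or orthosteric antagonism assessed as attenuation of the calcium response to EC80 dopamine, added 180 s after compound, in induced HEK293 Trex D1 cells loaded with no-wash calcium dye.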
* hit, by the source's call; u = inconclusive; x = no result given. The list is partial; rates above refer to the full screens.

Order of results – RXFP1 agonist, D2 potentiator, D2 ag, RXFP1 antag, D1 ag, D1 potentiator, TRHR enhancer, D2 antagonist, D1 antagonist
O=C(COc1cc(F)ccc1[N+](=O)[O-])N1N=C(c2cccs2)CC1c1ccco1 (stereo not drawn)
 : 1.3%, -8, 1.3, -31, 6, 3, 4, 2, 12
Cc1ccc(Cn2c(SCC(=O)N/N=C/c3ccc(C)o3)nc3ccccc32)cc1
 : -1.3%, 4, -1.5, -10, 4, -3, 1, -5, 3
Cc1ccc2nc(C)cc(N/N=C/c3ccc(F)cc3)c2c1
 : 0.1%, x, x, -6, 5, -3, 2, x, -16
Cc1ccc2nc(NC(=O)c3ccc(Cn4cc(Cl)cn4)o3)sc2c1
 : 1.0%, 12, -0.7, -13, 1, 1, 11, -35, 35
Cc1ccc2cc(CN(Cc3nnnn3Cc3ccco3)CC3CCCO3)c(=O)[nH]c2c1C (stereo not drawn)
 : 3.0%, -8, 0.4, -9, -2, 0, -2, -13, -35*
CC(=O)C1=C(O)C(=O)N(c2ccc(S(=O)(=O)Nc3nccs3)cc2)C1c1ccc([N+](=O)[O-])cc1 (stereo not drawn)
 : -2.9%, 13, 1.0, 3, 1, -8, -2, 6, 0
CCn1cc([N+](=O)[O-])c(C(=O)NCc2ccc3c(c2)OCO3)n1
 : 4.9%, -5, 1.5, -3, 1, -1, -1, -4, 1
COc1ccc(Cl)cc1S(=O)(=O)N1CCCC(C(=O)NCCc2ccccc2)C1 (stereo not drawn)
 : 2.3%, -2, -0.3, -7, 7, -6, -8, -23, -12
O=C(NCCc1ccccc1)C(=O)NCC1OCCCN1S(=O)(=O)c1cccs1 (stereo not drawn)
 : 1.8%, -1, 3.6, 5, 3, 8, 3, -3, -9
O=C(Nc1ccc(CN2CCOCC2)cc1)c1cc2ccccn2n1
 : -0.7%, -1, 1.2, -3, 1, 3, -1, -6, 9
CCO[C@@H]1OC(C(=O)NCc2nc3ccccc3[nH]2)=C[C@H](c2cn(C(C)=O)c3ccccc23)[C@H]1CCCO
 : 2.2%, 8, 0.1, x, 7, -3, -1, 5, -25
CCc1ccccc1NC(=S)NNC(=O)c1ccccc1Cl
 : 1.8%, -2, 1.9, 11, 2, -4, 4, 16, x
O=C(NCCC1=CCCCC1)C(=O)NCc1ccccc1
 : -0.1%, -1, -0.5, -8, 4, -5, -12, 4, -7
Cc1ccc(CCNC(=O)CN2C(=O)COc3ccc(S(=O)(=O)N4CCOCC4)cc32)cc1
 : 1.4%, x, x, -12, -1, 7, -6, x, -3
CC(C)C[C@@]12C(=O)N(c3cccc(Cl)c3)C(=O)N1[C@H](c1ccc(Cl)cc1)[C@@H]1C(=O)N(C3CCCCC3)C(=O)[C@@H]12
 : -0.4%, 5, 0.6, x, 3, -11, 1, -9, -30
Cc1ccc(-c2noc(CCCOc3ccc(Cl)cc3Cl)n2)cc1
 : 2.9%, 14, 0.0, -1, 17, -8, -3, 3, -5
COc1cccc(CNC(=O)c2cccc(NC(=O)c3nsc4ccccc34)c2)c1
 : -1.4%, 13, -0.7, -19, 2, 0, 7, x, -10
CCOc1ccc(CCNC(=O)c2ccc(C)c(-n3cnc4cccnc43)c2)cc1
 : 1.7%, 5, -0.3, -4, -1, -1, 8, x, -31*
Cc1cccc(C2N(c3nccs3)C(=O)C3CCCN32)c1 (stereo not drawn)
 : 0.9%, 14, 0.4, -8, 2, 2, 3, -30, -4
COc1ccc(-c2nc(N3CCOCC3)nc3n[nH]c(N)c23)cc1
 : 0.9%, 2, -0.4, -9, 5, 1, -2, 8, -14
NS(=O)(=O)c1ccc2nc(NC(=O)CS(=O)(=O)c3ccc(F)cc3)sc2c1
 : 0.9%, -8, 0.1, 9, 2, -7, -15, 5, 3
CCn1ncc(NC(=S)Nc2ccc3c(c2)OCO3)c1C(N)=O
 : 7.5%, 6, 0.1, -21, 4, 3, 2, -7, -18
O=C(Nc1cccc(F)c1)c1cc(S(=O)(=O)N2CCOCC2)ccc1N1CCCC1
 : -0.7%, 1, -1.8, 1, 4, -2, -5, 1, 13
S=C1Nc2cc(Cl)ccc2Sc2ccccc21
 : 0.6%, -6, 1.0, x, 2, 3, 0, -4, 24
COC(=O)N/N=C/c1cc(OC)c(O)c([N+](=O)[O-])c1
 : -4.3%, 4, -0.5, -20, 4, 8, 3, -6, -5
COc1cccc(C(=O)N2CCN(S(=O)(=O)Cc3ccccc3)CC2)c1
 : 0.4%, 1, -1.6, -7, 9, -4, 6, -7, -9
Cc1ccccc1Oc1ccc(NC(=O)C2CC=CCC2C(=O)O)cc1 (stereo not drawn)
 : 1.9%, 3, -5.7, 4, 1, 1, 5, -11, -6
Fc1c(F)c(F)c(CSc2nc3ccccc3[nH]2)c(F)c1F
 : 3.5%, -16, -0.5, -13, 1, -4, -5, -11, -25
COc1ccc(C(=O)Cn2c(NCCO)nc3ccccc32)cc1OC
 : -3.2%, -5, 0.7, 15, 2, -12, -2, -25, -22
COc1ccc(C(=O)NCCS(=O)(=O)NCc2ccccc2OC)cc1
 : 2.2%, x, x, -4, 3, -7, -1, x, -6

Results in D1 ag (two entries from above):
structure	D1 ag
COc1ccc(-c2nc(N3CCOCC3)nc3n[nH]c(N)c23)cc1	5
NS(=O)(=O)c1ccc2nc(NC(=O)CS(=O)(=O)c3ccc(F)cc3)sc2c1	2

Random excerpt: four entries already listed
Order of results – RXFP1 agonist, D2 potentiator, D2 ag, RXFP1 antag, D1 ag, D1 potentiator, TRHR enhancer, D2 antagonist, D1 antagonist
COc1cccc(CNC(=O)c2cccc(NC(=O)c3nsc4ccccc34)c2)c1
 : -1.4%, 13, -0.7, -19, 2, 0, 7, x, -10
O=C(NCCc1ccccc1)C(=O)NCC1OCCCN1S(=O)(=O)c1cccs1 (stereo not drawn)
 : 1.8%, -1, 3.6, 5, 3, 8, 3, -3, -9
CCn1cc([N+](=O)[O-])c(C(=O)NCc2ccc3c(c2)OCO3)n1
 : 4.9%, -5, 1.5, -3, 1, -1, -1, -4, 1
Fc1c(F)c(F)c(CSc2nc3ccccc3[nH]2)c(F)c1F
 : 3.5%, -16, -0.5, -13, 1, -4, -5, -11, -25

Next part.
Order of results – RXFP1 agonist, D2 potentiator, D2 ag, RXFP1 antag, D1 ag, D1 potentiator, TRHR enhancer, D2 antagonist, D1 antagonist
O=C(Nc1ccc(C(=O)N2CCOCC2)cc1)c1cccc([N+](=O)[O-])c1
 : 0.9%, 1, -0.4, -3, 1, 1, 5, -20, 2
COc1ccc(C(CNC(=O)c2cc(F)c(F)c(F)c2F)N2CCOCC2)cc1 (stereo not drawn)
 : -1.8%, -5, -1.1, 22, -4, 0, 2, 40*, 0
O=C(CNC(=O)c1ccc(Cl)cc1Cl)OCCOc1ccccc1
 : -0.1%, -5, -0.4, -4, 1, -3, 2, 3, -10
Cc1cc(C)cc(NS(=O)(=O)c2ccc(NC(=S)NC(=O)c3ccc(Br)o3)cc2)c1
 : -0.1%, 14, 0.2, -30, 12, -4, 27, 16, -7
CN(C)c1ccc(CNC(=O)c2ccc(Cn3c(=O)c4cccn4c4cccnc43)cc2)cc1
 : 27%, 2, -0.5, 0, 3, 2, -1, x, 8
COc1ccc(-c2cc(C(F)(F)F)c(C#N)c(SCC(=O)Nc3ccccc3F)n2)cc1
 : u, 13, 3.3, -5, 21, -3, 6, x, -18
O=C(O)Cc1ccc(NC(=O)c2cccc(NC(=O)c3ccco3)c2)cc1
 : 0.6%, 6, 0.4, 18, 0, 3, 3, 4, 2
Cc1cc(C)nc(NNC(=O)c2ccccc2O)n1
 : -1.6%, x, x, 8, 1, 6, 1, x, -8
CCn1cc(C(=O)N[C@H](C(=O)O)C(C)C)c(=O)c2cc3c(cc21)OCO3
 : 3.5%, -3, 0.3, -3, 3, 8, 5, 10, 7
CCOc1cccc(CN(C)CC2CCCN(CCc3ccc(Cl)cc3)C2)c1O (stereo not drawn)
 : 0.2%, -21, 0.8, 1, 3, -10, -3, -1, -29
O=C(NCc1cccc(CNC(=O)C(=O)NCC2CCCO2)c1)C(=O)NCC1CCCO1 (stereo not drawn)
 : -2.0%, 7, 0.2, 2, 1, -4, 42*, 30*, -5
O=C1CC(N(C(=O)c2ccco2)c2cccc(Cl)c2)C(=O)N1c1cccc(Cl)c1 (stereo not drawn)
 : 3.1%, 14, 0.0, -7, 1, 1, 1, -9, 8
CCOC(=O)C1(O)CSc2nc3sc(C(=O)O)c(C)c3c(=O)n21 (stereo not drawn)
 : 3.3%, x, x, 8, 2, 0, -6, x, 14
C=CCn1c(CC(=O)Nc2ccc(C)cc2C)nnc1SCC(=O)N1CCOCC1
 : -3.1%, 4, 0.2, -13, 4, 3, 0, 5, 3
CCCCCCCNC(=O)C1(CC2CC(c3cccc(Br)c3)=NO2)CCN(C(=O)Cc2ccc(F)cc2)CC1 (stereo not drawn)
 : 1.0%, -12, 3.5, x, 8, 4, 5, -1, 6
Cc1cc(-n2c(C)cc(C(=O)COC(=O)CN=C3NS(=O)(=O)c4ccccc43)c2C)no1
 : 1.5%, -1, 0.0, 11, -4, 0, 11, 10, -4
COCC(C)NC(=O)CSc1nc2ccccc2n1CCc1ccccc1 (stereo not drawn)
 : -1.3%, -2, 2.3, 11, 2, -2, -6, 9, -14
Cc1nnc(NC(=O)CN2CCN(Cc3ccccc3Cl)CC2)s1
 : 2.3%, -1, 0.4, -1, 1, -2, 15, 6, -4
Cc1nc(N)sc1-c1csc(Nc2ccccn2)n1
 : 0.9%, 3, -1.1, -5, 0, -8, 6, 0, 2
Fc1ccccc1-c1nnc2c3ccccc3nc(N3CCOCC3)n12
 : 2.7%, 2, 1.0, -5, 0, 7, -1, -9, -1
CC(NC(=O)N1CCOCC1)c1ccccc1 (stereo not drawn)
 : -1.0%, 3, -0.8, 3, 3, -2, -4, -9, -4
COc1ccc(NC(=O)CN2C(=O)CC(c3ccco3)Sc3ccccc32)cc1OC (stereo not drawn)
 : 5.4%, 10, -0.2, x, 4, -6, 2, x, -18

Copied from the list:
Under D1 antagonist, CCOc1cccc(CN(C)CC2CCCN(CCc3ccc(Cl)cc3)C2)c1O (stereo not drawn) reads -29
Under RXFP1 antag, CCOC(=O)C1(O)CSc2nc3sc(C(=O)O)c(C)c3c(=O)n21 (stereo not drawn) reads 8
Under D2 ag, COc1ccc(-c2cc(C(F)(F)F)c(C#N)c(SCC(=O)Nc3ccccc3F)n2)cc1 reads 3.3
Under D2 potentiator, O=C(O)Cc1ccc(NC(=O)c2cccc(NC(=O)c3ccco3)c2)cc1 reads 6
Under D2 antagonist, O=C(CNC(=O)c1ccc(Cl)cc1Cl)OCCOc1ccccc1 reads 3
Under RXFP1 agonist, O=C1CC(N(C(=O)c2ccco2)c2cccc(Cl)c2)C(=O)N1c1cccc(Cl)c1 (stereo not drawn) reads 3.1%
Under D1 ag, C=CCn1c(CC(=O)Nc2ccc(C)cc2C)nnc1SCC(=O)N1CCOCC1 reads 4
